CIT2-GFP yeast: modulators of TOR pathway CIT2-GFP in S. cerevisiae; 320,000 compounds, 0.065% hits; S. cerevisiae CIT2-GFP strain, flow cytometry, 3 h; 100 means same as DMSO wells; GFP response vs DMSO, % at 10 µM;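 active = GFP response relative to DMSO above a set limit, near the screen mean plus 3 SD, cut at about 150% in these data; inconclusive = Fewer than 70 cells measured for a yeast strain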;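 also: ratio of well median GFP fluorescence to mean of DMSO wells on the plate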
LAP4 TOR yeast: yeast TOR pathway LAP4-GFP modulation; S. cerevisiae LAP4-GFP multiplex, flow cytometry GFP, 3 h; median GFP as percent of DMSO wells; 320,000 compounds, 0.34% hits; GFP response vs DMSO, % at 10 µM;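 active = GFP response vs DMSO above a set limit, about the screen mean plus 3 SD, cut at about 150% in these data; inconclusive = under 70 cell events counted for the yeast strain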
RPL19A-GFP yeast: alters RPL19A-GFP fluorescence in TOR pathway yeast screen; S. cerevisiae RPL19A-GFP strain, flow cytometry, 3 h; hits give low values; percent response vs DMSO, % at 10 µM; 330,000 compounds, 0.3% hits; AID 2025;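 active = percent response vs DMSO below 50%; inconclusive = fewer than 70 events counted for the yeast strain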;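 also: median channel GFP fluorescence of the barcoded RPL19A-GFP strain; ratio of sample median GFP to plate DMSO average so 100% = DMSO; lower means less RPL19A-GFP as with rapamycin TOR inhibition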
VLA-4 inh: inhibition in a human VLA-4 binding assay; VLA-4 expressing cells, ligand binding flow cytometry; inhibition, % (about 7 µM as worked out from the volumes in the protocol); 330,000 compounds, 0.2% hits; AID 2557; P13612; in the data active = inhibition above about 50%
AGP1 TOR yeast: alters AGP1-GFP fluorescence in TOR pathway yeast screen | GFP response vs DMSO, % at 10 µM | S. cerevisiae AGP1-GFP multiplex flow cytometry, 3 h; GFP as percent of DMSO wells | AID 2066 | 320,000 compounds, 0.02% hits;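 active = GFP response relative to DMSO above a set limit, near screen average plus 3 SD, cut at about 150% in these data; inconclusive = fewer than 70 cells counted for the yeast strain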;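 also: median GFP channel fluorescence of the gated AGP1 strain per well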
MEP2-GFP yeast: alters MEP2-GFP fluorescence in TOR pathway yeast screen; GFP response vs DMSO, % at 10 µM; 330,000 compounds, 0.51% hits; S. cerevisiae MEP2-GFP strain, flow cytometry GFP, 3 h; 100% = DMSO control level;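 active = GFP response versus DMSO above a set limit, roughly screen mean plus 3 SD, cut at about 180% in these data; inconclusive = fewer than 70 cells counted for a yeast strain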;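 also: median GFP fluorescence of the barcode-gated MEP2-GFP cells per well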
GASC-1 inh: human JMJD2C demethylase inhibition. Q9H3R0. GST-JMJD2C(1-420) H3K9me3 demethylation, DELFIA europium. inhibition, % at 2.35 µM. 330,000 compounds, 0.069% hits. AID 2099;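 active = more than half of a compound's replicate wells show inhibition beyond 50%, single wells judged on their own value; inconclusive = some, but no more than half, of replicates pass 50% inhibition; inactive = no replicate passes 50% inhibition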;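 also: signal counts dimethyl H3K9 product captured on neutravidin plate; 0% = median of DMSO wells and 100% = 0.3 times that DMSO median; strong numbers were not always called active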
Target sequence (Q9H3R0 1-420 limits assumed): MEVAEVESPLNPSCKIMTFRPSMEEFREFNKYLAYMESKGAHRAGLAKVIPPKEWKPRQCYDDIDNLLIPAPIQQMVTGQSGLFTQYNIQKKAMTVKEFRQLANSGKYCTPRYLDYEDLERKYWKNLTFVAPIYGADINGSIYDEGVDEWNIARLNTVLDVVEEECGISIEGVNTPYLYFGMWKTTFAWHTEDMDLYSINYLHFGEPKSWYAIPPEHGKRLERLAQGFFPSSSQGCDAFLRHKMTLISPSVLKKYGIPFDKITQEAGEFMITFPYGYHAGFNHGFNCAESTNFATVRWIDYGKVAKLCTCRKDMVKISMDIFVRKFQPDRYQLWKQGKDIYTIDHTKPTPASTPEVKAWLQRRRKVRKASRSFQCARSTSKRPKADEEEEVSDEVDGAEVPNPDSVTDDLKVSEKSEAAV
GRK2 aptamer HTS: blocks RNA aptamer binding to human GRK2; bead flow cytometry, FAM-aptamer displacement from GRK2; inhibition of aptamer binding, % at 10 µM; 330,000 compounds, 0.59% hits;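 active = inhibition of aptamer binding above 40%, roughly 3 SD of noise, on plates passing a quality check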;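 also: median bead fluorescence of bound FAM aptamer so fluorescent compounds give negative values; no value below 0 was filed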
Target sequence (P25098 whole entry, looked up): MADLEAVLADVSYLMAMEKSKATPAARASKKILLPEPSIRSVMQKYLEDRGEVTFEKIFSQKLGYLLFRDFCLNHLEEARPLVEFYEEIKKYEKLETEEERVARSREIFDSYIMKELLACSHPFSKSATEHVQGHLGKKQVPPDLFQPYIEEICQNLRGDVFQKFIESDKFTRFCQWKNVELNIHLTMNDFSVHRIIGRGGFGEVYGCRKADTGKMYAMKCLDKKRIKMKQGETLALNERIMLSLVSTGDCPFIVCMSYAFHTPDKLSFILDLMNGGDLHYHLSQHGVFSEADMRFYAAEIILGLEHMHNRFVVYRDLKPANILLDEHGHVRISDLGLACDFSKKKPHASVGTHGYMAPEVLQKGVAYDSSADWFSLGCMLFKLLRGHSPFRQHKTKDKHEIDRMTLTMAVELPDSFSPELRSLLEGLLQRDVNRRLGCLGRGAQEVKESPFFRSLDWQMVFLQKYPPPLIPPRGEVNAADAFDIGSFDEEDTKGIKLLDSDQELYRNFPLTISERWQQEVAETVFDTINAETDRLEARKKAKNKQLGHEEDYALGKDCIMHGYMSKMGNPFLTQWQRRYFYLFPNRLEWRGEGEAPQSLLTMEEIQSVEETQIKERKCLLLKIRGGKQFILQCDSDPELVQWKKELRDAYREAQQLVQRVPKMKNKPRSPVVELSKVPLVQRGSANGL
* marks the source's active call; other numbers are inactive results; u = inconclusive; x = not tested or not shown.

SMILES | CIT2-GFP yeast | LAP4 TOR yeast | RPL19A-GFP yeast | VLA-4 inh | AGP1 TOR yeast | MEP2-GFP yeast | GASC-1 inh | GRK2 aptamer HTS
Cc1cnc(NC(=O)c2ccc(-c3nc4ccccc4s3)o2)s1 | 89 | x | 92 | 2 | 92 | 102 | 48 | 2
O=C(C1CCCN(S(=O)(=O)c2cccs2)C1)N1CCC(N2CCCCC2)CC1 (centres undefined) | 112 | 97 | 102 | -9 | 107 | 109 | 9 | 0
CC(C)(C)NC(=O)C(OC(=O)c1ccco1)c1ccccc1F (centres undefined) | 94 | 107 | 98 | 13 | 100 | 102 | 3 | 1
O=C(NCC(=O)N1CCOCC1)c1ccc(Cl)cc1 | 97 | 102 | 92 | -2 | 109 | 99 | 14 | 2
CC1=C(C#N)C(c2ccccc2)C2=C(N1)c1ccccc1C2=O (centres undefined) | 98 | 100 | 100 | 6 | 93 | 105 | 2 | 3
Cc1cccc(C)c1NC(=O)CN(C)C(=O)C1=COCCO1 | 104 | 108 | 102 | -8 | 102 | 105 | 6 | 0
Cc1occc1C(=O)NNC(=O)C1CCCCC1 | 92 | 88 | 95 | 0 | 92 | 90 | 32 | 0
Cc1cc(C(=O)NCc2cccnc2)n(-c2ccccc2)n1 | 102 | 98 | 102 | 23 | 102 | 104 | -16 | 2
Cc1ccc(NC(=O)CN2CCC(NC(=O)Cc3ccccc3)CC2)c(C)c1 | 104 | 89 | 103 | 4 | 94 | 105 | 14 | 2
O=C(COC(=O)c1ccc([N+](=O)[O-])s1)NNC(=O)c1ccccc1 | 95 | 88 | 94 | -8 | 94 | 90 | 4 | 0
CC(=O)c1ccc2noc(-c3cccc(C)c3)c2c1 | 79 | 106 | 91 | 1 | 68 | 100 | -18 | 0
c1ccc(-c2cnnc(SCc3cn4cccnc4n3)n2)cc1 | 115 | 112 | 106 | -5 | x | 117 | -4 | 4
O=C(O)c1cc(-c2ccco2)nc2cc3ccccc3cc12 | 109 | 117 | 107 | 1 | 111 | 114 | -2 | 12
COc1ccc(CCNC(=O)C2CC(c3cc(C(F)(F)F)cc(C(F)(F)F)c3)=NO2)cc1 (centres undefined) | 96 | 90 | 95 | -12 | 103 | 99 | 3 | 0
COc1cc(/C=N/NC(=O)C(C)Nc2n[nH]c(=O)[nH]c2=O)ccc1O (centres undefined) | 91 | 76 | 101 | -1 | 101 | 100 | 5 | 2

Arranged by SMILES length (rising): some entries from above.
SMILES | CIT2-GFP yeast | LAP4 TOR yeast | RPL19A-GFP yeast | VLA-4 inh | AGP1 TOR yeast | MEP2-GFP yeast | GASC-1 inh | GRK2 aptamer HTS
Cc1occc1C(=O)NNC(=O)C1CCCCC1 | 92 | 88 | 95 | 0 | 92 | 90 | 32 | 0
O=C(COC(=O)c1ccc([N+](=O)[O-])s1)NNC(=O)c1ccccc1 | 95 | 88 | 94 | -8 | 94 | 90 | 4 | 0
COc1cc(/C=N/NC(=O)C(C)Nc2n[nH]c(=O)[nH]c2=O)ccc1O (centres undefined) | 91 | 76 | 101 | -1 | 101 | 100 | 5 | 2

Next section
SMILES | CIT2-GFP yeast | LAP4 TOR yeast | RPL19A-GFP yeast | VLA-4 inh | AGP1 TOR yeast | MEP2-GFP yeast | GASC-1 inh | GRK2 aptamer HTS
c1coc(CSCc2cn3cccnc3n2)c1 | 96 | 107 | 99 | 7 | 102 | 98 | 39 | 0
COc1ccc(/C=N/n2cnnc2SCc2ccc(OC)cc2)cc1 | 90 | 101 | 102 | -1 | 97 | 97 | -4 | 2
O=C(C[n+]1cccc(NC(=O)c2ccccc2)c1)c1cccc([N+](=O)[O-])c1 | 101 | 90 | 105 | -4 | 100 | 105 | 4 | 0
CSc1nc(C)cc(OCNC(=O)c2cccs2)n1 | 93 | 97 | 96 | 0 | 101 | 103 | -3 | 7
Cc1ccnc(NC(=O)c2ccc3c(c2)C(=O)N(CC(C)C)C3=O)c1 | 102 | 102 | 103 | 8 | 102 | 103 | -15 | 0
COc1ccc2c(C)cc(SCC(=O)NCC3CCCO3)nc2c1 (centres undefined) | 100 | 93 | 94 | 17 | 89 | 94 | 2 | 0
CCCCC(=O)Nc1ccc(NC(=O)c2cc(OC)c(OC)c(OC)c2)cn1 | 89 | 105 | 96 | -1 | 99 | 102 | -2 | 2
CCc1ccccc1NC(=S)N(Cc1cccc(C)c1)c1cccnc1 | 103 | 100 | 102 | 7 | 111 | 100 | -9 | 0
CC(C)(C)c1ccc(Oc2ccc(N)cc2)cc1 | 89 | 120 | 109 | 15 | 97 | 123 | -6 | 0
CCOc1ccc(Cl)cc1C1=CC(=O)C[C@H](c2ccc(OC)cc2)C1 | 104 | 109 | 100 | 0 | 104 | 105 | -5 | 0
CCC[C@@H](CN1CCC[C@H]1CN1C(N)=NC[C@@H]1Cc1ccccc1)N1C[C@@H]([C@H](C)CC)N(CCCC2CCCC2)C1=N | 100 | 94 | 96 | 3 | 92 | 94 | -46 | 0
O=C1NCC2=C1C(c1ccccc1)Nc1ccccc1N2 (centres undefined) | 98 | 99 | 103 | -8 | 109 | 110 | -1 | 0
CC(Oc1ccc2c3c(c(=O)oc2c1)CCCC3)C(=O)NCC(O)c1ccccc1 (centres undefined) | 96 | 86 | 92 | 2 | 94 | 97 | u | 1
Cc1ccc(-n2nnnc2-c2cnn(-c3ccc(F)cc3)c2C(F)(F)F)cc1 | 91 | 96 | 97 | 0 | 97 | 97 | -5 | 0
Cc1nn(C(=O)c2cccnc2)c(C)c1Sc1ccc(Br)cc1 | 95 | 107 | 102 | 6 | 98 | 102 | 3 | 1
CSc1ncccc1C(=O)Nc1ccc(S(=O)(=O)NC2=NCCCCC2)cc1 | 104 | 87 | 101 | 11 | 90 | 100 | 7 | 3
COc1ccc(CC(=O)N2CCC(c3ccccc3)C2)cc1 (centres undefined) | 86 | 100 | 86 | -10 | 92 | 97 | 8 | 1
CCOC(=O)c1cc([N+](=O)[O-])sc1NC(=O)CC | 98 | 104 | 98 | 7 | 96 | 103 | -1 | 0
COc1cccc(-n2c(=O)c3ccccc3n3c(=S)[nH]nc23)c1 | 96 | 103 | 98 | -12 | 97 | 93 | -5 | 4
Cc1nn(-c2ccccc2)c(C)c1/C=N/NC(=O)c1cc(C2CC2)[nH]n1 | 93 | 97 | 95 | 1 | 97 | 104 | 24 | 3
CCC1CCCCN1CCCNC(=O)c1ccc2c(c1)N(Cc1c(F)cccc1Cl)C(=O)CS2 (centres undefined) | 99 | 105 | 102 | 3 | 106 | 106 | -10 | 0
Cc1ccc(-c2n[nH]c(=O)c3ccccc23)cc1S(=O)(=O)N(C)C | 104 | 92 | 104 | 10 | 100 | 104 | -10 | 0
CN(Cc1cnn(C)c1)Cc1nc(COc2ccccc2)no1 | 97 | 98 | 99 | -7 | 102 | 94 | -11 | 0
Cc1ccc(C2=NNC(=O)C(c3ccc(Cl)cc3)C2)cc1 (centres undefined) | 90 | 104 | 99 | 1 | 93 | 98 | -1 | 2
CC1Cc2cc(S(=O)(=O)CCC(=O)NC3CCCCC3)ccc2N1C(=O)C1CC1 (centres undefined) | 103 | 94 | 102 | -3 | 103 | 97 | 3 | 2
CN(C)CCCN(C(=O)c1ccco1)c1nc2c(F)cccc2s1 | 104 | 112 | 97 | -17 | 115 | 97 | -3 | 3
COC(=O)c1c(C)oc2cc(Br)c(OCC(=O)C(C)(C)C)cc12 | 94 | 94 | 92 | 6 | 93 | 88 | -9 | 0
CCOC(=O)NCN1C(=O)C2C3C=CC(C3)C2C1=O (centres undefined) | 120 | 125 | 74 | -10 | 119 | 103 | -4 | 0
CCc1ccccc1NC(=O)Nc1ccc2c(c1)OCO2 | 95 | 96 | 97 | 26 | 98 | 97 | 8 | 3
O=C(Cc1cccc([N+](=O)[O-])c1)Nc1ccc(C(=O)N2CCOCC2)cc1 | 83 | 88 | 96 | -4 | 89 | 94 | -1 | 2

Entries of single compounds, looked up by structure. Order of values: CIT2-GFP yeast, LAP4 TOR yeast, RPL19A-GFP yeast, VLA-4 inh, AGP1 TOR yeast, MEP2-GFP yeast, GASC-1 inh, GRK2 aptamer HTS
CCOC(=O)c1cc([N+](=O)[O-])sc1NC(=O)CC is listed with 98, 104, 98, 7, 96, 103, -1, 0
CCc1ccccc1NC(=O)Nc1ccc2c(c1)OCO2 is listed with 95, 96, 97, 26, 98, 97, 8, 3
CCOC(=O)NCN1C(=O)C2C3C=CC(C3)C2C1=O (centres undefined) is listed with 120, 125, 74, -10, 119, 103, -4, 0

Four compounds drawn at random from the list so far:
SMILES | CIT2-GFP yeast | LAP4 TOR yeast | RPL19A-GFP yeast | VLA-4 inh | AGP1 TOR yeast | MEP2-GFP yeast | GASC-1 inh | GRK2 aptamer HTS
O=C(Cc1cccc([N+](=O)[O-])c1)Nc1ccc(C(=O)N2CCOCC2)cc1 | 83 | 88 | 96 | -4 | 89 | 94 | -1 | 2
CCC1CCCCN1CCCNC(=O)c1ccc2c(c1)N(Cc1c(F)cccc1Cl)C(=O)CS2 (centres undefined) | 99 | 105 | 102 | 3 | 106 | 106 | -10 | 0
COc1cccc(-n2c(=O)c3ccccc3n3c(=S)[nH]nc23)c1 | 96 | 103 | 98 | -12 | 97 | 93 | -5 | 4
CCOC(=O)c1cc([N+](=O)[O-])sc1NC(=O)CC | 98 | 104 | 98 | 7 | 96 | 103 | -1 | 0

Only GRK2 aptamer HTS and AGP1 TOR yeast (three entries from above):
| structure | GRK2 aptamer HTS | AGP1 TOR yeast |
| --- | --- | --- |
| COC(=O)c1c(C)oc2cc(Br)c(OCC(=O)C(C)(C)C)cc12 | 0 | 93 |
| O=C(Cc1cccc([N+](=O)[O-])c1)Nc1ccc(C(=O)N2CCOCC2)cc1 | 2 | 89 |
| COc1ccc(CC(=O)N2CCC(c3ccccc3)C2)cc1 (centres undefined) | 1 | 92 |

(further entries)
SMILES | CIT2-GFP yeast | LAP4 TOR yeast | RPL19A-GFP yeast | VLA-4 inh | AGP1 TOR yeast | MEP2-GFP yeast | GASC-1 inh | GRK2 aptamer HTS
Cc1cccc(N2CCN(C(=O)c3cn4ccccc4n3)CC2C)c1 (centres undefined) | 97 | 95 | 96 | 12 | 87 | 97 | 6 | 0
CCOc1ccc(C2NC(=O)c3sc(=S)n(-c4ccccc4)c3N2)cc1 (centres undefined) | 100 | 104 | 105 | -3 | 100 | 110 | 4 | 2
COc1cc(C(=O)NC(C)c2ccc(-n3ccnc3)cc2)cc(OC)c1C (centres undefined) | 100 | 88 | 101 | 1 | 100 | 106 | 19 | 0
S=C(NCCc1ccccc1)Nc1c(Cl)cccc1Cl | 100 | 105 | 104 | -7 | 104 | 100 | -3 | 0
NC(=O)C1CCN(C(=O)CN2CCc3ccccc32)CC1 | 110 | 101 | 98 | -10 | 100 | 107 | -14 | 2
CCN(C(=O)COC(=O)Cc1c(F)cccc1Cl)c1c(N)n(Cc2ccccc2)c(=O)[nH]c1=O | 95 | 110 | 105 | 3 | 104 | 110 | -3 | 3
COc1ccc(-c2cc(C(=O)O)c3c(C)nn(-c4ccccn4)c3n2)cc1 | 94 | 89 | 100 | 5 | 87 | 97 | -3 | 0
Cc1ccc(C(C)C)c(OCc2ccc(C(=O)N/N=C/c3ccc(C(=O)O)cc3)cc2)c1 | 93 | 109 | 95 | 3 | 99 | 96 | -10 | 3

Bioassay records: PubChem, several laboratories
